DENV2 CPE rescue: inhibitors of DENV2 cytopathic effect, primary screen, cell-based, plate reader, single concentration; actives 1.7% (n = 350,000); CPE inhibition, % at 9.99 µM; DENV2-infected cells, cytopathic effect rescue; in the data active = CPE inhibition above about 20%, passing the limit was not always enough; inconclusive = no clear call, values can overlap the other calls; tested in BHK-21 cells;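 note: 0% = median of neutral control wells and 100% = median of positive control wells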
miR122 inh: miR-122 Renilla sensor signal increase in Huh7, primary screen, miR-122 inhibitor project, cell-based, single point, plate reader. activation (reporter increase), % at 12.5 µM. Huh7 miR-122 Renilla luciferase sensor, 48 h; neutral wells = 0, positive control = 100. AID 602342, 2012. actives 0.3% (n = 340,000);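 active = mean replicate activation score at least 90 and every replicate individually at or above 90; inconclusive = only one of the two criteria met; inactive = neither criterion met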;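 note: higher luciferase means less miR-122 activity so hits act as miR-122 inhibitors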
PAX8 inh HTS: inhibitors of PAX8-driven TPO luciferase reporter, primary screen, RMG-I cells, single concentration | actives 1.2% (n = 360,000) | SteadyGlo, 24 h | inhibition, % at 12.6 µM | AID 652154, 2013;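 active = mean replicate inhibition at least 60% with every replicate also reaching 60%; inconclusive = only one of the two criteria is met; inactive = mean below 60% and not all replicates reaching 60%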;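 note: luciferase light reporting Pax8 driven TPO promoter activity; plate controls were median of neutral control wells for no effect and mitoxantrone controls for full effect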
EWS-Fli inh: EWS/Fli-driven NR0B1 reporter inhibitors, primary screen, A673 cells, NR0B1 luciferase, luminescence, MLPCN library | viability-normalised | inhibition, % at 12.6 µM | actives 0.67% (n = 350,000) | AID 651661, 2012;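 active = mean inhibition of at least 50% after viability correction, with every replicate also passing that limit; inconclusive = mean reaches 50% but only one of two replicates passes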;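 note: firefly luciferase signal divided by Alamar Blue viability fluorescence both relative to DMSO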
FN deposition inh: inhibitors of fibronectin matrix deposition, primary screen, AH1F cells, Alexa488-fibronectin fluorescence, plate reader; actives 0.086% (n = 350,000); AH1F fibroblasts, overnight; inhibition, % at 12.6 µM;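 active = mean inhibition across replicates of 30% or more, regardless of how many single replicates reach that level; inconclusive = mean under 30% yet at least half of replicates reach 30%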;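 note: positive control wells lacked labelled fibronectin entirely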
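Material: AH1F fibroblast monolayer depositing Alexa488-labelled fibronectin into matrix | Input: 10000 AH1F cells/well | Medium: DMEM plus 2% serum, read in PBS | Reagent: Alexa488-fibronectin, 24 nM final in well | Compound dosing: One dose per compound, pinned | Schedule: 1 h adhesion, overnight exposure | Measured by: Fluorescence at 485 nm excitation, 525 nm emission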
CFTR F508del cor: F508del CFTR correction, initial screen, CFBE line, single point; CFBE cells, YFP halide quenching; stimulated with forskolin plus potentiator P3; % fluorescence drop versus neutral controls; activity (quench increase), % at 7.58 µM; actives 0.36% (n = 350,000);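 active = mean added fluorescence quench of at least 8% versus neutral control, with both replicates also reaching 8%; inconclusive = only one of the mean or replicate conditions met; inactive = mean below 8% and not both replicates reaching 8%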;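 note: cells transiently co-express mutant CFTR-F508del with the halide-sensitive YFP; corrector assay measuring rescue of mutant channel to the surface after 24 h compound exposure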
GSIS activator: GLuc luminescence reporter in INS-1E cells, primary screen for activators of glucose-dependent secretion of insulin; actives 0.61% (n = 370,000); INS-1E GLuc reporter insulin secretion, 2-3 h; activation, % at 16.6 µM;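 active = lowest replicate activation of at least 40%, so every replicate reaches that level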;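 note: 0% = median of neutral control wells and 100% = median of IBMX positive control wells; some compounds called inactive have numbers as strong as hits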
Starred values were filed as active, the others as inactive; [ ] = dose if it differs, or a comment.

Screening O=C(CCCn1c(=O)[nH]c2cc(Cl)ccc2c1=O)NCCCN1CCN(c2ccc(F)cc2)CC1 returned DENV2 CPE rescue 1, miR122 inh -3, PAX8 inh HTS 19, EWS-Fli inh 5, FN deposition inh -8, CFTR F508del cor -0.3 and GSIS activator 4.
For CC1CCCN(S(=O)(=O)c2cnc[nH]2)C1 (stereo not drawn) the results were DENV2 CPE rescue 11, miR122 inh 1, PAX8 inh HTS -17, EWS-Fli inh 4, FN deposition inh 12, CFTR F508del cor -3.8 and GSIS activator 5.
Screening C#CCn1c(C)cc(C)c(S(=O)(=O)c2ccccc2)c1=O returned DENV2 CPE rescue -3, PAX8 inh HTS -63, EWS-Fli inh -52, FN deposition inh -4, CFTR F508del cor 1.5 and GSIS activator 8.
`Cc1ccccc1C(=O)NC1CC2CCCC(C1)N2C(=O)Nc1ccccc1` (stereo not drawn) gave DENV2 CPE rescue 9, miR122 inh 0, PAX8 inh HTS -9, EWS-Fli inh -2, FN deposition inh -3, CFTR F508del cor -2.2 and GSIS activator 9.
Screening CCOC(=O)c1c(NC(=O)CCc2ccc(CC)o2)sc(C)c1C returned miR122 inh -9, FN deposition inh -2 and GSIS activator -19.
`O=C(CC1SC(N2CCCCC2)=NC1=O)Nc1ccc(C(=O)O)cc1` (stereo not drawn) gave DENV2 CPE rescue -7, miR122 inh -7, PAX8 inh HTS -13, EWS-Fli inh 0, FN deposition inh -3, CFTR F508del cor 1.0 and GSIS activator 23.
Screening CCc1nc2ccc(C(=O)NCCN3CCNC3=O)cn2c1N(CC)CCOC returned DENV2 CPE rescue 2, miR122 inh 4, PAX8 inh HTS -6, EWS-Fli inh -8, FN deposition inh 6, CFTR F508del cor -1.7 and GSIS activator 2.
CO[C@@H](C(=O)N(C)C[C@@H]1OCc2ccccc2-c2ccccc2C(=O)N([C@@H](C)CO)C[C@H]1C)c1ccccc1 was read as DENV2 CPE rescue 1, PAX8 inh HTS -19, EWS-Fli inh -4, FN deposition inh -5, CFTR F508del cor 2.2 and GSIS activator 6.
`CC(NC(=O)COC(=O)C1CC2CCCC(C1)C2=O)c1ccccc1` (stereo not drawn) gave DENV2 CPE rescue inconclusive, miR122 inh -3, PAX8 inh HTS -5, EWS-Fli inh 4, FN deposition inh -25, CFTR F508del cor -0.6 and GSIS activator 19.
Screening O=C(c1ccc2c(c1)OCO2)C1CCCN(Cc2ccc3nsnc3c2)C1 (stereo not drawn) returned DENV2 CPE rescue 3, miR122 inh -4, PAX8 inh HTS -7, EWS-Fli inh 3, FN deposition inh 10, CFTR F508del cor -7.1 and GSIS activator -9.
For CCOC(=O)C1CCN(C(=O)Nc2ccc(OCc3ccccc3)cc2)CC1 the results were DENV2 CPE rescue 7, miR122 inh 2, PAX8 inh HTS 7, EWS-Fli inh 8, FN deposition inh -10, CFTR F508del cor -1.5 and GSIS activator 0.
CC[N+]1(C)CC2CCC(C)(C1)C2(C)C (stereo not drawn) was read as DENV2 CPE rescue -1, PAX8 inh HTS 14, EWS-Fli inh -14, FN deposition inh -8, CFTR F508del cor 3.4 and GSIS activator 11.
For CCCc1ccc2oc(C(=O)N3CCCC3)c(C)c2c1 the results were DENV2 CPE rescue -6, miR122 inh -2, PAX8 inh HTS -85, EWS-Fli inh -69, FN deposition inh -3, CFTR F508del cor 3.2 and GSIS activator -8.
For CCOC(=O)CNC(=O)C1COc2ccccc2O1 (stereo not drawn) the results were DENV2 CPE rescue 5, miR122 inh -5, PAX8 inh HTS 1, EWS-Fli inh -12, FN deposition inh -1, CFTR F508del cor 2.0 and GSIS activator -5.
Screening COc1ccc(OC)c(-n2c(SCC(=O)Nc3cccc(S(N)(=O)=O)c3)nc3ccccc3c2=O)c1 returned DENV2 CPE rescue -2, miR122 inh 0, PAX8 inh HTS 3, EWS-Fli inh -9, FN deposition inh -8 and CFTR F508del cor 1.6.
CN(C)CCNC(=O)c1cccc(-c2cnc3c(NC=O)cc(-c4ccc(S(C)(=O)=O)cc4)cn23)c1 was read as DENV2 CPE rescue 12, miR122 inh 2, PAX8 inh HTS -14, EWS-Fli inh -1, FN deposition inh 4, CFTR F508del cor 2.7 and GSIS activator -2.
For COc1ccc(CNC(=O)COC(=O)C2(C)CC2(Cl)Cl)cc1 (stereo not drawn) the results were DENV2 CPE rescue 0, miR122 inh 1, PAX8 inh HTS -10, EWS-Fli inh -4, FN deposition inh 4, CFTR F508del cor -1.8 and GSIS activator -2.
For Cc1ccc(C)c(OCC(=O)Nc2ccc(N3CCOCC3)cc2)c1 the results were PAX8 inh HTS 8, EWS-Fli inh 4, FN deposition inh 2, CFTR F508del cor 0.2 and GSIS activator 4.
`COc1ccc(N2CCN(C(=O)CSc3ccccc3N)CC2)cc1` gave DENV2 CPE rescue -2, miR122 inh -1, EWS-Fli inh -13, CFTR F508del cor 0.2 and GSIS activator -1.
For O=C/C(=C\Nc1ccccn1)c1nc2ccccc2o1 the results were miR122 inh 6, FN deposition inh 3 and GSIS activator -6.

Reprinted from the part before: two compounds, followed by the next part.
`COc1ccc(N2CCN(C(=O)CSc3ccccc3N)CC2)cc1` gave DENV2 CPE rescue -2, miR122 inh -1, EWS-Fli inh -13, CFTR F508del cor 0.2 and GSIS activator -1.
For O=C/C(=C\Nc1ccccn1)c1nc2ccccc2o1 the results were miR122 inh 6, FN deposition inh 3 and GSIS activator -6.
For CC1(c2nnc(-c3ccc(F)cc3)o2)CC(c2cccnc2)=NO1 (stereo not drawn) the results were DENV2 CPE rescue 6, PAX8 inh HTS -8, EWS-Fli inh 18, FN deposition inh -2, CFTR F508del cor -2.4 and GSIS activator 3.
C[C@@H]1CN([C@H](C)CO)S(=O)(=O)c2ccc(C#C[C@@H](C)O)cc2O[C@H]1CN(C)CC1CCOCC1 was read as DENV2 CPE rescue -6, miR122 inh 17[16.7 µM], PAX8 inh HTS -12, EWS-Fli inh 17, FN deposition inh -5, CFTR F508del cor 2.2 and GSIS activator 29.
For C[C@H](CO)N1C[C@H](C)[C@@H](CN(C)S(=O)(=O)c2cn(C)cn2)Oc2cc(C#Cc3cccc(F)c3)ccc2S1(=O)=O the results were DENV2 CPE rescue 5, miR122 inh 9[16.7 µM], EWS-Fli inh 5, FN deposition inh -4, CFTR F508del cor 1.9 and GSIS activator -9.
`COC(=O)C[C@H]1C[C@@H]2c3cc(NC(=O)CN(C)C)ccc3O[C@@H]2[C@@H](CO)O1` gave DENV2 CPE rescue 10, miR122 inh 2[16.7 µM], PAX8 inh HTS 11, EWS-Fli inh -3, CFTR F508del cor 3.1 and GSIS activator 0.
Cc1sc2ncnc(OCC(=O)NCC3CCCO3)c2c1C (stereo not drawn) was read as miR122 inh 2, PAX8 inh HTS -2, FN deposition inh 5 and GSIS activator 4.
Screening CC(=O)OC[C@@H]1CN(Cc2ccccc2)C[C@H](n2cnc3c(NC4CC4)ncnc32)O1 returned DENV2 CPE rescue -7, miR122 inh -2, PAX8 inh HTS -13, EWS-Fli inh -5, FN deposition inh 8, CFTR F508del cor 0.5 and GSIS activator -11.
`COc1cccc(S(=O)(=O)N(C)C[C@H]2Oc3cc(C#CCN(C)C)ccc3S(=O)(=O)N([C@@H](C)CO)C[C@@H]2C)c1` gave DENV2 CPE rescue -9, miR122 inh 4[16.7 µM], EWS-Fli inh 6, CFTR F508del cor -4.8 and GSIS activator 8.
Screening CCOc1cc(NC(=S)NCC2CCCO2)c(OCC)cc1NC(=O)c1ccc(F)cc1 (stereo not drawn) returned DENV2 CPE rescue -1, miR122 inh -3, PAX8 inh HTS -3, EWS-Fli inh 5, FN deposition inh 0, CFTR F508del cor -7.5 and GSIS activator -24.
For O=C(O)c1ccc(N2C(=O)c3ccc(C(=O)c4cccc([N+](=O)[O-])c4)cc3C2=O)cc1 the results were PAX8 inh HTS 23, EWS-Fli inh -20, CFTR F508del cor 1.3 and GSIS activator 14.
`CO[C@@H]1CN(C)C(=O)c2ccc(NC(=O)NC(C)C)cc2OC[C@H](C)N(C(=O)NC(C)C)C[C@H]1C` gave DENV2 CPE rescue -4, miR122 inh -3[16.7 µM], EWS-Fli inh -3, FN deposition inh -1, CFTR F508del cor 2.1 and GSIS activator -5.
For COc1cccc(NC(=O)C2CCC(CNS(=O)(=O)c3ccc4c(c3)CC(C)N4C(C)=O)CC2)c1 (stereo not drawn) the results were DENV2 CPE rescue 7, miR122 inh -16, PAX8 inh HTS -9, FN deposition inh 8, CFTR F508del cor 1.7 and GSIS activator -10.
For CCC(=O)N1CC2(CN(C(=O)CN3CCOCC3)C2)c2c([nH]c3cc(OC)ccc23)[C@H]1CO the results were DENV2 CPE rescue 18, PAX8 inh HTS -6, EWS-Fli inh -10, CFTR F508del cor 0.1 and GSIS activator 4.
`CCC(C)C(=O)Nc1ccc(S(=O)(=O)Nc2nccs2)cc1` (stereo not drawn) gave DENV2 CPE rescue 0, miR122 inh 2, PAX8 inh HTS 1, EWS-Fli inh -5, FN deposition inh 4, CFTR F508del cor 5.2 and GSIS activator 5.
Screening Cc1noc(C)c1NC(=O)N(C)C[C@H]1Oc2ccc(NS(=O)(=O)c3cn(C)cn3)cc2CC(=O)N([C@@H](C)CO)C[C@H]1C returned DENV2 CPE rescue -3, miR122 inh 2[16.7 µM], PAX8 inh HTS -16, EWS-Fli inh 1, FN deposition inh -11, CFTR F508del cor -2.6 and GSIS activator 15.
For CC1(NC(=O)Nc2cccc3ccccc23)CCS(=O)(=O)C1 (stereo not drawn) the results were DENV2 CPE rescue -2, PAX8 inh HTS -119, EWS-Fli inh 10, FN deposition inh -8, CFTR F508del cor -0.4 and GSIS activator 9.
Screening CN(C(=O)CS(=O)(=O)c1cn(CC(=O)N2CCOCC2)c2ccccc12)c1ccccc1 returned DENV2 CPE rescue -3, miR122 inh 5, PAX8 inh HTS 5, EWS-Fli inh 4, FN deposition inh 2, CFTR F508del cor -3.3 and GSIS activator 9.
For CC(C)C[C@H]1CN([C@@H](Cc2ccccc2)CN2CCC[C@H]2CN2C(=O)C(=O)NC[C@@H]2Cc2ccc(O)cc2)C(=O)C(=O)N1CC1CCCCCC1 the results were PAX8 inh HTS 16, EWS-Fli inh 7, FN deposition inh -14, CFTR F508del cor 2.6 and GSIS activator -19.
Cc1ccc(S(=O)(=O)N2CC(O)CC2C(=O)OCC(=O)c2ccccc2Cl)cc1C (stereo not drawn) was read as miR122 inh -11, PAX8 inh HTS -7, FN deposition inh 10 and GSIS activator -25.
For CC(=O)c1ccc(NC(=O)Cc2ccsc2)cc1 the results were DENV2 CPE rescue 8, miR122 inh -3, PAX8 inh HTS -124, EWS-Fli inh -45, FN deposition inh -6, CFTR F508del cor 1.4 and GSIS activator 12.
`Cc1ccc(S(=O)(=O)N(CC(=O)Nc2cccnc2)c2ccccc2C)cc1` gave DENV2 CPE rescue 6, miR122 inh 5, PAX8 inh HTS 8, EWS-Fli inh -15, FN deposition inh 2, CFTR F508del cor -2.5 and GSIS activator -10.
Screening COc1ccc(S(=O)(=O)N(C)C[C@@H]2OCCCC[C@@H](C)Oc3ccc(NC(=O)Nc4ccc(C(F)(F)F)cc4)cc3C(=O)N([C@H](C)CO)C[C@H]2C)cc1 returned DENV2 CPE rescue 22*, miR122 inh -11[16.7 µM], PAX8 inh HTS 14, EWS-Fli inh 5, CFTR F508del cor 2.0 and GSIS activator 25.
Screening Cc1ccc(SC(CC(=O)c2ccc(C(C)(C)C)cc2)C(=O)O)cc1 (stereo not drawn) returned DENV2 CPE rescue -2, miR122 inh -6, PAX8 inh HTS 14, EWS-Fli inh -2, FN deposition inh 0, CFTR F508del cor -4.3 and GSIS activator 4.

Screening data from PubChem.

Random draw from the library; 3.9% or so of the library scored in one or more.
